HKDC1 inh: blocks human hexokinase HKDC1 activity; Q2TB90; recombinant HKDC1, G6PDH/diaphorase resazurin coupled fluorescence; inhibition, % at 20 µM; hit rate 0.16% among 340,000;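 active = inhibition above about 35% when tested at 20 µM, limit read from the data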;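 also: plate controls were DMSO wells with enzyme for no effect and DMSO wells lacking enzyme for full effect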
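Test system: Recombinant HKDC1 (HK5) hexokinase enzyme, produced in-house | Input: HKDC1 at 5 µg/mL | Buffer or medium: Tris pH 8.0 buffer with MgCl2, Tween-20, BSA, BME | Schedule: 90 min reaction incubation at room temperature, dark | Technique: Resazurin-to-resorufin fluorescence via G6PDH and diaphorase coupling, 525/613 nm | Controls: DMSO wells with and without enzyme mix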
Apaf-1 inh: human Apaf-1 inhibition | O14727 | inhibition, % at 20 µM | hit rate 0.71% among 330,000 | reconstituted apoptosome caspase-3 activity, DEVD-Rh110 fluorescence; active = inhibition of at least 40% at 20 µM;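 also: plate controls were DMSO wells for no effect and DEVD-CHO caspase inhibitor wells for full effect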
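Material: reconstituted apoptosome with Apaf-1, cytochrome c, caspase-9, procaspase-3, dATP / Buffer or medium: pH 7.5 Hepes buffer with CHAPS, BSA, DTT / Also added: cytochrome c with DEVD-Rh110 / Schedule: compound with Apaf-1, dATP, procaspase-3 30 min, then 50 min reaction, room temperature / Technique: rhodamine 110 fluorescence at Ex 480/Em 540 nm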
NLRP3 yeast inh: blocks the NALP3 inflammasome reconstituted in yeast; Yeast reconstituted NLRP3/ASC/caspase-1, beta-gal luminescence, 24 h; inhibition, % at 10 µM; hit rate 0.39% among 330,000; AID 2825;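 active = inhibition of 50% or more; inactive = inhibition below 50%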;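 also: plate controls were induced DMSO wells for no effect and uninduced yeast grown without galactose for full effect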
SENP7 block: blocks the human protease SENP7. Q9BQF6. recombinant SENP7, Z-RLRGG-aminoluciferin luminescence, 40 min. inhibition, % at 5 µM. hit rate 1.5% among 330,000;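 active = inhibition above about 50% at the single test dose, limit read from the data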;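 also: plate controls were DMSO with enzyme for no effect and no enzyme buffer wells for full effect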
Target sequence (Q9BQF6 706-1050 limits assumed): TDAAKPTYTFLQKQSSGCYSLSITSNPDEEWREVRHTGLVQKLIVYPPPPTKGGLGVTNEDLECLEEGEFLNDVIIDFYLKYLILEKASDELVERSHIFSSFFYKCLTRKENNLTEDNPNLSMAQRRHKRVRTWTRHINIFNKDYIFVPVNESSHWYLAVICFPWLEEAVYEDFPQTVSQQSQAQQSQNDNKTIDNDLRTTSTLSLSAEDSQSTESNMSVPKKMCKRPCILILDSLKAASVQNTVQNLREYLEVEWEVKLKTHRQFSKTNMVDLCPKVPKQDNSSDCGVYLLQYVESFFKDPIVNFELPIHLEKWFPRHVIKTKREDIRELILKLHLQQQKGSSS
PfGluPho inh: PfG6PD (Plasmodium falciparum) enzyme inhibition; PfGluPho enzyme, NADPH resazurin-diaphorase fluorescence; inhibition, % at 20 µM; hit rate 0.78% among 350,000; AID 504690;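 active = inhibition reaching at least a set limit at 20 µM in the primary screen, cut at about 59% in these data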;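 also: 0% = DMSO wells with substrate and 100% = DMSO wells lacking glucose-6-phosphate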
SENP8 block-1: SENP8 (human) protease inhibition. Q96LD8. inhibition, % at 20 µM. recombinant SENP8, Nedd8 substrate fluorescence. AID 602440. hit rate 0.64% among 360,000; in the data active = inhibition mostly above about 40%, no sharp cut-off; inactive = mostly below about 27%
Target sequence (Q96LD8 whole entry, looked up): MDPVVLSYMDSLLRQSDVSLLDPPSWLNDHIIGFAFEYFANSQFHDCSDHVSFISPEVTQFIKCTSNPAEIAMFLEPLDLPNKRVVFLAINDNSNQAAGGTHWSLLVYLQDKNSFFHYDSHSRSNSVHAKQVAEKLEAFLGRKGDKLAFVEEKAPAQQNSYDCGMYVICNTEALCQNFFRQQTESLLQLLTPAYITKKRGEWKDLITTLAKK
SENP1 inh: inhibitors of human SENP1 SUMO protease catalytic domain; inhibition, % at 10 µM; hit rate 0.21% among 360,000; recombinant SENP1 catalytic domain, CyPet-SUMO1-YPet FRET cleavage;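 active = inhibition at least 30% at 10 µM, raw YFP signal under a set limit, fluorescence ratio 0.5 to 1.5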;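 also: 0% = enzyme with DMSO and 100% = no enzyme wells; some results filed as inactive read as strong as hits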
Target sequence (Q9P0U3 419-644 limits assumed): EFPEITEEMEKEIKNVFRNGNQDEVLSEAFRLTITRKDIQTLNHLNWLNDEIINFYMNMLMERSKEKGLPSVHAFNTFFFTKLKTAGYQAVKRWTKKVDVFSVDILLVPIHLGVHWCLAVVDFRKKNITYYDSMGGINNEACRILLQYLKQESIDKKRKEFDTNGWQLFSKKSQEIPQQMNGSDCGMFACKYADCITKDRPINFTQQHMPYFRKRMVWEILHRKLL
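Test system: hSENP1 catalytic domain, recombinant; Amount: 20 pM final SENP1 enzyme; Medium: Tris pH 8 buffer plus EDTA, NaCl, BME, BSA, NP40, catalase; Schedule: 50 min enzyme reaction, room temperature, light-protected; Technique: FRET fluorescence in CFP and YFP emission channels; Controls: no-enzyme wells low, DMSO-plus-enzyme wells high control.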
SENP8 block-2: blocks the human protease SENP8. Q96LD8. purified SENP8, Z-RLRGG-aminoluciferin cleavage, luminescence. inhibition, % at 10 µM. hit rate 1.2% among 330,000. AID 2540; in the data active = inhibition above about 50%
SENP6 inh: SENP6 protease inhibition; Q9GZR1; Recombinant SENP6 catalytic domain, aminoluciferin luminescence; inhibition, % at 10 µM; hit rate 1.8% among 330,000; AID 2599;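 active = inhibition above about 50% at the single tested dose, limit read from the data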;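 also: plate controls were DMSO wells with enzyme for no effect and DMSO wells lacking enzyme for full effect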
Starred values were filed as active, the others as inactive; . = not tested or not shown.

SMILES | HKDC1 inh | Apaf-1 inh | NLRP3 yeast inh | SENP7 block | PfGluPho inh | SENP8 block-1 | SENP1 inh | SENP8 block-2 | SENP6 inh
CSCCC(NS(=O)(=O)c1cccs1)C(=O)NCc1cccs1 (stereo not given) | 0 | -8 | 21 | 14 | -3 | 27 | 1 | -7 | -3
COc1ccc(/C(N)=N/OC(=O)CCc2ccccc2)cc1 | 0 | 15 | 19 | -2 | -5 | 9 | 2 | -8 | -16
CC(=O)N(C)c1ccc(N=Nc2c(C)[nH]n(C(N)=S)c2=O)cc1 | -12 | 0 | 23 | 85* | -3 | 18 | 1 | 78* | 78*
CN(Cc1nc2c(s1)CCCC2)C(=O)CCc1nnc(-c2ccc3c(c2)OCO3)o1 | -3 | -3 | 6 | -8 | 0 | 25 | 3 | -1 | -8
O=S(=O)(NC1CCCCC1)c1ccc(F)c2ccccc12 | 5 | 10 | 34 | 6 | -5 | 7 | 1 | 1 | -14
COc1ccc(C2C(C(=O)c3ccccc3)=C(C)Nc3nc4ccccc4n32)cc1OC (stereo not given) | 0 | 3 | 5 | -6 | -10 | 12 | 0 | 4 | 0
Cc1ccccc1N1CCN(S(=O)(=O)c2ccccc2)CC1 | 4 | 0 | 22 | -5 | -5 | 13 | -2 | -2 | -4
O=C(NCCCN1CCOCC1)c1ccc(CNS(=O)(=O)c2ccc(F)cc2)cc1 | -7 | -3 | 25 | -11 | -7 | 14 | 0 | -11 | -3
CN=C(C)C1=C(O)C(C(=O)OC)C(C)(C)CC1=O (stereo not given) | -6 | -14 | 4 | 2 | -11 | 26 | 2 | 2 | -7
COc1ccc(NC(=O)CCNS(=O)(=O)c2cccc3nsnc23)cc1 | -6 | -4 | 5 | -8 | -2 | 7 | 1 | 0 | -18
CCCCNC(=S)Nc1ccc2[nH]c(=O)[nH]c2c1 | -3 | -4 | 7 | 0 | 12 | -13 | -12 | -10 | -12
COc1ccc(S(=O)Cc2ccc(C(=O)N3CCN(C(=O)c4ccco4)CC3)o2)cc1 (stereo not given) | -9 | -6 | 4 | -4 | -4 | 12 | 0 | 1 | 1
CCc1[nH]nc2c1C1(CCN(C(=O)c3ccccc3)CC1)C(C#N)=C(N)O2 | -13 | -19 | 11 | 4 | 25 | 9 | 1 | 11 | -24
CCNC(=O)Cn1cnc2c1c(=O)n(C)c(=O)n2C | -5 | 4 | 14 | -9 | -8 | 21 | 1 | -12 | -24
CC(=O)Nc1ccc(S(=O)(=O)Nc2cccc(C(=O)NC(C)(C)C)c2)cc1 | 1 | -5 | 16 | -9 | 7 | 10 | 1 | 3 | 4
COc1ccc(OC)c(NC(=O)c2[nH]c(C)c(C(C)=O)c2C)c1 | -1 | -2 | 23 | 2 | 5 | -16 | 0 | -2 | 6
Cc1ccc(CN(Cc2ccco2)C(=S)NCC(=O)O)cc1 | 12 | -9 | 11 | -2 | -12 | 27 | 1 | -8 | -9
COC(=O)C1=NN(N=O)C2(CC(=O)N(c3cc(C)cc(C)c3)C2=O)C1 (stereo not given) | -22 | 16 | 2 | 2 | -9 | 2 | 6 | 6 | -7
CNC(=S)NCCN1CCOCC1 | 3 | 0 | 14 | -3 | -7 | 12 | 4 | -9 | -21
Cc1cccc(NC(=O)CNC(=O)c2ccc3c(c2)OCO3)n1 | -11 | -2 | 12 | -14 | 0 | 6 | 1 | -2 | -3
c1nc(N2CCC3(CC2)OCCO3)c2c3c(sc2n1)CCCC3 | 10 | 12 | 35 | -4 | -4 | 8 | 2 | -10 | 5
Cc1cc(NC(=O)Cn2ccsc2=N)c([N+](=O)[O-])cc1C | 16 | -4 | 10 | 0 | -15 | 17 | 0 | -8 | -6
Cc1nn(-c2ccccc2)c(C)c1NC(=O)COC(=O)c1ccc(Cl)c(S(N)(=O)=O)c1 | -11 | -6 | 14 | 5 | 7 | 15 | 0 | -6 | -12
NC(=O)C1CCN(CC(O)COCc2ccccc2Cl)CC1 (stereo not given) | -3 | 0 | 13 | -11 | -17 | 12 | -2 | 3 | -10
O=C(Nc1cccc(NC(=O)c2cccc(F)c2)c1)c1ccccc1 | -5 | 0 | 10 | -11 | 4 | 11 | 2 | -15 | -19
CCC1CCCCN1C(=O)CSc1nnc(CNC(=O)c2c(F)cccc2Cl)o1 (stereo not given) | -2 | -7 | 6 | -4 | -2 | 19 | 0 | -2 | 3
CC1CC(C)CN(C(=O)c2cccc(S(=O)(=O)N(C)c3ccccc3)c2)C1 (stereo not given) | -2 | 18 | -3 | -6 | -3 | 9 | 0 | -2 | -1
O=[N+]([O-])c1ccc(CNCc2cc(Cl)ccc2O)cc1 | 1 | 7 | 3 | 15 | 40 | 15 | -6 | -16 | -11
CN(CC(=O)Nc1cccc(F)c1)CC(=O)Nc1cccc(S(=O)(=O)N(C)c2ccccc2)c1 | 4 | . | . | . | 4 | 9 | 1 | . | .
Cc1cc(=O)oc2cc(OCC(=O)N3CCN(c4ccccc4)CC3)ccc12 | 1 | -6 | 16 | -6 | 12 | -229 | 1 | 5 | 0
CCn1ccc(C(=O)Nc2ccc(Cl)cn2)n1 | -7 | -2 | 25 | 5 | 4 | -2 | 1 | 18 | 2
COc1ccc(Cl)cc1C(=O)NCCCSc1ccccc1 | 4 | 15 | 20 | 10 | 8 | -15 | 0 | 1 | -13
Cc1n[nH]c(C)c1S(=O)(=O)N(CC(=O)N1CCc2ccccc21)c1ccc(C(C)C)cc1 | -5 | 21 | -4 | -11 | 0 | -8 | 1 | -6 | -3
CCc1ccc2oc(-c3ccc(OC)cc3)cc(=Nc3cccc(C(=O)O)c3)c2c1 | 0 | 19 | 40 | 97* | -29 | -437 | 1 | 86* | -1
Fc1ccccc1CSc1nnc(-c2cccs2)o1 | -4 | -10 | 26 | 12 | 11 | 3 | 0 | 18 | 37
COCCNC(=O)/C(C#N)=c1\s/c(=C\c2ccccc2OC(F)F)c(=O)n1Cc1ccccc1 | . | -9 | -11 | -7 | . | . | . | 3 | 1
CCN(CC(=O)Nc1ccccc1Br)C1CCCCC1 | 10 | -1 | 9 | 0 | -2 | 6 | 0 | 2 | 11
CCCCOP(=O)(c1ccc(N(C)C)cc1)C(O)c1ccc(OC)cc1 (stereo not given) | -3 | 6 | -7 | 7 | -2 | 19 | 0 | 2 | 0
O=C(NCC(c1cccnc1)N1CCN(c2ccc(F)cc2)CC1)c1ccccc1 (stereo not given) | -2 | 1 | 4 | 3 | -12 | 15 | 2 | -2 | -8
NC(N)=NS(=O)(=O)c1ccc(NC(=S)NC(=O)c2ccncc2)cc1 | -1 | 2 | 15 | 4 | 6 | 15 | 2 | -2 | -4
Cc1cccc(C)c1OCc1cc(C(=O)N2CCC(c3ccncc3)CC2)no1 | 0 | 16 | 19 | 5 | 4 | 5 | 2 | -5 | 9
COc1ccc(-c2nc3cc(NC(=O)Cc4ccc(OC)c(OC)c4)ccc3o2)cc1 | 0 | 13 | 4 | 3 | -13 | -277 | 2 | 16 | -13
CCOc1ccccc1CNC(=O)CCCn1ncn2c(cc3occc32)c1=O | 1 | 4 | 8 | -11 | -5 | 11 | -4 | -8 | -3
CCOc1ccc(N2C(=O)CC(Sc3nc(C)cc(C)c3C#N)C2=O)cc1 (stereo not given) | -6 | 7 | -9 | -1 | -11 | 12 | 3 | -6 | -30
COc1ccc(NC(=O)COC(=O)CCc2ccccc2)c(OC)c1 | -1 | 0 | 20 | 3 | 0 | 10 | 4 | 1 | -6
O=C(NCc1ccco1)C1CC(=O)N(c2ccc(O)cc2)C1 (stereo not given) | -3 | -7 | 9 | 1 | -15 | 18 | 1 | 0 | -11
COCCCn1c(=O)c2ccccc2n(Cc2cccc(C)c2)c1=O | -1 | 6 | 4 | -12 | 10 | 7 | 0 | 2 | 2
COCC(=O)Nc1cc(C(=O)Nc2cccc(C)c2C)ccc1Cl | -13 | -21 | 18 | 7 | 1 | 7 | 2 | -12 | -18
CC(=O)c1sc2nc(C)c3c(c2c1N)CCCC3 | 1 | 9 | 31 | -6 | 42 | -478 | -36 | -7 | -7
Cc1cc(C)c(NC(=O)NC(=O)C(Cl)(Cl)Cl)c(C)c1 | 2 | -10 | 0 | 6 | -26 | 15 | 2 | -6 | -3
Clc1cncc(Cl)c1N/N=C/c1ccccc1 | 1 | 5 | 38 | 16 | -2 | 23 | 0 | 23 | 23
Cc1ccc(Sc2ccc(N)cc2C#N)cc1 | 3 | 5 | 29 | -2 | 6 | -463 | -7 | 0 | 1
Cc1ccc(CCNc2ncnc(Cl)c2N)cc1 | -5 | . | . | . | -1 | 9 | -3 | . | .
Cc1cc(C)nc(SCCn2c(N3CCCCC3)nc3c2c(=O)n(C)c(=O)n3C)n1 | 1 | 0 | 1 | 0 | 12 | -2 | 2 | -4 | -11
Cc1ccc(NC(=O)CN2C(=O)NC(C)(c3ccc(Cl)cc3)C2=O)cc1S(=O)(=O)N1CCOCC1 (stereo not given) | -7 | 9 | -2 | -2 | -2 | 12 | 1 | -4 | -24
CCCc1nc(C)c2c(=O)[nH]c(-c3cc(S(=O)(=O)N4CCN(CC)CC4)ccc3OCC)nn12 | -5 | -1 | 3 | -12 | 12 | 8 | 0 | -6 | -8
Cc1cccc(NC(=O)NNS(=O)(=O)c2ccc(F)cc2)c1 | -10 | 0 | 9 | -4 | -5 | 3 | 3 | 2 | -8
O=C1NNC(=O)C2C3C=CC(C4CC34)C12 (stereo not given) | 1 | -18 | -6 | 4 | -10 | 9 | 2 | 0 | 9
Cc1ccccc1C1CC(c2cccs2)Nc2nnnn21 (stereo not given) | -2 | 4 | 2 | 9 | -4 | 7 | -1 | 2 | 5
O=C(Cn1cc([N+](=O)[O-])cn1)Nc1ccc(Cn2cc(Br)cn2)cc1 | -5 | 10 | 11 | -6 | 5 | 40* | 1 | -12 | -12

Taken from above.
COc1ccc(NC(=O)COC(=O)CCc2ccccc2)c(OC)c1 | SENP1 inh: 4
CCc1[nH]nc2c1C1(CCN(C(=O)c3ccccc3)CC1)C(C#N)=C(N)O2 | Apaf-1 inh: -19

Going on with the list.
SMILES | HKDC1 inh | Apaf-1 inh | NLRP3 yeast inh | SENP7 block | PfGluPho inh | SENP8 block-1 | SENP1 inh | SENP8 block-2 | SENP6 inh
COc1cccc(OC)c1C(=O)N1CCN(Cc2ccncc2)CC1 | -7 | -3 | 12 | 1 | -7 | 20 | 0 | 5 | -14
COCCn1c(SCC(=O)N2CCOCC2)nc2ccccc2c1=O | 6 | 2 | 6 | -1 | -6 | 22 | 3 | -4 | -11
CCOc1cc(C2CC(=O)NC3=C2C(=O)C(C(=O)OC)C(C)C3)cc(Cl)c1O (stereo not given) | 3 | 0 | 12 | -2 | 1 | 10 | -1 | 4 | -8
Cc1c2c(nc3ccccc13)CCC(C)C2 (stereo not given) | -17 | 7 | 23 | -2 | -1 | 7 | -2 | -8 | -10

The order is random; 4.1% or so of the library scored in one or more.
